Bioassay records (PubChem BioAssay)
Growth percent in the NCI-60 one-dose screen (48 h, 10 µM unless noted): 100 = growth as untreated, 0 = no growth, -100 = all killed.
SW-620: SW-620 colon cancer; 5.2% of 82,000 active; AID 1794795
COLO 205: COLO 205 colon cancer. 7.3% of 79,000 active
HCT-15: HCT-15 colon cancer. 5.2% of 82,000 active. AID 1794746
HT29: HT29 colon cancer; 7.4% of 81,000 active
IGROV1: IGROV1 ovarian cancer; 4.7% of 79,000 active
SK-OV-3: SK-OV-3 ovarian cancer cells | 3.2% of 80,000 active
KM12: KM12 colon cancer cells. 5% of 82,000 active
HCT-116: HCT-116 colon cancer. 7.3% of 82,000 active
OVCAR-4: OVCAR-4 ovarian cancer cells. 3.7% of 80,000 active. AID 1794784
Numbers without * were called inactive; nt = not tested or not shown; & = joins results of further samples; ! = not confirmed by another sample. How the source made its calls: active means growth percent below 10; inactive means the rest.

Order of values: HCT-116	KM12	COLO 205	HCT-15	OVCAR-4	HT29	IGROV1	SW-620	SK-OV-3
1) CC1(C)C(O)C(C)(C)C1O (stereo not given)
    105&102	122&105	119&124	182&118	113&108	117&102	117&116	117&105	112&128
2) O=S(=O)(NCCNc1cc(-c2c(-c3cccc(O)c3)nc3sccn23)ccn1)c1ccc(O)cc1
    100	97	nt	101	87	94	79	114	100
3) O=C(O)C(=O)c1ccc[nH]1
    108	112	115	111	105	102	111	107	105
4) N#Cc1ccc(Cn2cc(CSc3nc4ccccc4o3)nn2)cc1
    87	99	114	100	99	94	97	101	98
5) CCOC(=O)c1c2ccc3cn(Cc4ccc(Cl)cc4)nc3c2c(C)n1Cc1ccccc1
    81	97	nt	90	86	107	93	107	95
6) O=c1oc2ccc(-c3ccc(F)cc3F)cc2c(=O)n1-c1ccc(Cl)c(C(F)(F)F)c1
    9.5*	-14*	-81*!	-12*!	16&22	9.5*!	18&35	13&15	-4.1*
7) CCCCCCCCn1ccc2cc(NC(=O)Cn3cc(CN4CCCCC4)nn3)ccc21
    2.6*	19	-80*	-41*	59	-61*	46	-66*	68
8) N/C(=N\N=C\c1ccc(Cl)cc1)c1c(N)nc(=S)[nH]c1-c1ccc(Cl)cc1Cl
    95	107	114	101	107	121	97	106	92
9) Nc1ccccc1-c1cc2c(c3c1[nH]c1ccccc13)CCCCC2
    76	89	101	87	105	88	97	96	115
10) O=c1c2ccccc2c2nccn2c2cc(Cl)ccc12
    76	150	112	129	82	84	62	81	113
11) N#Cc1c(-c2cccc([N+](=O)[O-])c2)cc(-c2ccc3ccccc3c2)[nH]c1=O
    79	100	113	91	85	112	92	nt	83
12) NCCCNc1nc2c3c(sc2c(=O)[nH]1)CCCC3
    102	107	102	102	122	98	103	112	98
13) CN(C(=O)Nc1ccc([N+](=O)[O-])cc1)c1ccccc1
    91	102	111	98	101	109	106	114	102
14) C(=N/N=C(N/N=C/c1ccccc1)N/N=C/c1ccccc1)/c1ccccc1
    97	103	114	102	100	108	120	94	112
15) CCc1ccc(S(=O)(=O)NC(=O)NC2CCCC2)cc1
    107	102	107	102	99	108	105	98	nt

Order of values: HCT-116	KM12	COLO 205	HCT-15	OVCAR-4	HT29	IGROV1	SW-620	SK-OV-3
16) C/C(=N/NC(=S)NC1CCCCC1)c1sc(Nc2ccc(C)cc2)nc1C
    94	86	100	88	68	103	87	88	92
17) CC(/C=C1\N=C(c2ccccc2)OC1=O)=C\c1ccccc1
    98	99	99	98	97	105	104	100	105
18) CCCCCCCCCCOc1ccc(/C=C/C(=O)c2ccc(B(O)O)cc2)cc1
    70	90	104	84	58	86	24	92	96
19) N[C@H]1CCC[C@@H]1NCCCCN1C(=O)c2cccc3cccc(c23)C1=O
    32	48	nt	84	36	26	39	30	95
20) CN(C)Cc1ccccc1O
    101	136	113	98	95	104	118	108	104
21) Cn1cnc2c(cnn2C)c1=O
    97	116	118	100	126	96	115	116	110
22) O=C(CSc1nnc(-c2ccc3nc(-c4ccc(Cl)cc4)[nH]c3c2)o1)Nc1ccc(Br)cc1
    -62*	16	0.7*	-64*	16	-16*	23	-21*	60
23) COc1ccc(/C=C2/C(=O)NC(SCC(=O)N3CCN(c4cc5c(cc4F)c(=O)c(C(=O)O)cn5C4CC4)CC3)=NC2N)cc1OC (stereo not given)
    105	106	113	99	107	112	107	105	121
24) COC(=O)C1(O)NC(=C(C#N)C#N)C(C#N)=C1C(=O)c1ccco1 (stereo not given)
    99	99	108	105	102	104	93	103	103
25) Cc1c2ccccc2nc(CSc2ccc(Cl)cc2)[n+]1[O-]
    94	104	106	101	109	107	91	96	99
26) O=C(CNCCO)Nc1ccc2ncnc(Nc3ccc(OCc4cccc(F)c4)c(Cl)c3)c2c1
    64	87	96	88	94	47	34	106	16
27) CC(C)(CCC(=S)N1CCOCC1)c1ccccc1
    104&110	108&107	100&126	92&101	100	100&96	99&116	98&98	91&107
28) O=c1oc2ccccc2cc1-c1csc(N=Nc2c(O)[nH]c3ccc(Br)cc23)n1
    64&98	100&103	127	97&105	87	109&109	79&100	104&103	92
29) c1ccc(-c2ccccn2)nc1
    96&113	99&104	113&106	103&108	104&110	100&94	99&118	105&98	104&102
30) Cc1c(Cc2ccccc2)c(=O)oc2c(C)c(OCc3nnc4n3C(=O)c3ccccc3-4)ccc12
    93	102	nt	108	101	102	89	101	92

Order of values: HCT-116	KM12	COLO 205	HCT-15	OVCAR-4	HT29	IGROV1	SW-620	SK-OV-3
31) Cc1cccc(OCC(O)CN2CCCCC2)c1 (stereo not given)
    101	110	103	107	97	129	116	99	nt
32) O=C1C=C(Nc2ccccc2)c2ncccc2C1=O
    -88*	-67*	-77*	-69*	-95*	-37*	-67*	-71*	-91*
33) Nc1cc(F)ccc1[N+](=O)[O-]
    98	104	116	102	106	109	98	104	114
34) O=C1Nc2cc(-c3ccc(NS(=O)(=O)c4ccc([N+](=O)[O-])cc4)cc3)ccc2/C1=C/c1ccc[nH]1
    -49*	27	-32*	11	6.7*	-17*	39	6.1*	-17*
35) CCCn1cnc2c(SCCc3ccccc3)nc(N)nc21
    94	109	108	102	113	nt	100	107	96
36) CC(=O)c1nn(-c2ccc(S(N)(=O)=O)cc2)c2nc3nccc(-c4cc5ccccc5oc4=O)c3c(=O)n12
    101	94	98	103	89	98	88	88	93
37) COc1cc2nc(-c3cccs3)cc(OCCCN3CCC(O)CC3)c2cc1OC
    47	91	78	84	83	76	74	83	96
38) CC(=O)OS(=O)(=O)c1ccc(C)cc1
    114	108	104	109	106	100	104	97	103
39) CC(=O)C(C)C(=O)c1cc(C)c(Br)s1 (stereo not given)
    102	103	106	100	121	103	103	104	100
40) CC(=O)C(C)CCc1ccccn1 (stereo not given)
    108	103	116	102	92	100	109	105	116
41) CCc1c(C)cc(C#N)c(=N)n1C(C)(C)C
    103	201	135	107	103	113	112	102	106
42) COc1cc2nc(Nc3ccc(F)cc3)nc(N)c2cc1OC
    89	95	nt	95	98	81	107	103	110
43) COc1ccc(-c2ccc(-c3ccc(C(=N)N)c(F)c3)s2)cc1
    -83*	-95*	-71*	-79*	-68*	-90*	-63*	-91*	-94*
44) O=C(Nc1nc(C(=O)N2CCN(C(c3ccccc3)c3ccccc3)CC2)cs1)c1ccc(Nc2ccc(Cl)c(Cl)c2)c([N+](=O)[O-])c1
    46	81	96	85	44	93	82	86	78
45) CC(C)(C)C(=O)CCCCCCCC/C=C/CCCC(O)c1ccco1 (stereo not given)
    109	113	124	118	104	107	116	113	116

Order of values: HCT-116	KM12	COLO 205	HCT-15	OVCAR-4	HT29	IGROV1	SW-620	SK-OV-3
46) O=[N+]([O-])c1ccc(Oc2ccc(Br)cc2)c([N+](=O)[O-])c1
    80	83	97	66	69	71	107	55	92
47) CCN(CC)CCCCCCCNc1cc(OC)cc2c(C)ccnc12
    71	90	73	77	21	53	53	89	95
48) O=C(CO)NCc1ccccc1
    101	119	116	100	95	105	112	104	104
49) CC(=O)C1CCC2C3CCC4=CC(=O)CCC4(C)C3(C)C(=O)CC12C (stereo not given)
    102	106	107	102	100	108	98	98	97
50) COc1ccc(C2NC(=O)C(Cl)c3c2sc2c(F)cccc32)c(OC)c1 (stereo not given)
    102	96	117	109	102	110	89	100	99
51) Nc1n[nH]c2cccc(C#Cc3cccc(NC(=O)c4cc(C(F)(F)F)cc(C(F)(F)F)c4)c3)c12
    96	98	110	100	106	100	113	114	85
52) Clc1ccc(CNc2ncnc3[nH]ncc23)cc1Cl
    89	86	98	71	68	96	68	93	90
53) COc1ccc(NCC(=O)Nc2ncc(Cc3ccc(Cl)cc3)s2)cc1
    54	37	77	45	88	58	67	42	74
54) O=C1Nc2ccccc2C1=Nc1ccc(F)c(Cl)c1
    97	89	103	96	103	101	102	93	91
55) NNCCc1ccc(NC(=O)CCCc2ccccc2)cc1
    94	92	96	100	94	91	105	105	96
56) Cc1ccccc1Nc1cc(O)c2c(=O)cc(-c3ccccc3)oc2c1
    15	36	62	18	53	70	45	21	59
57) O=C1C=C(SCCO)C(=O)c2ccccc21
    -49*	83	76	-68*	39	96	69	-53*	105
58) Nc1ncnc(NC2CCCCC2)n1
    110	105	100	103	101	98	100	119	103
59) Cn1c(=O)c2c(nc(Br)n2CC(=O)Nc2ccc(F)cc2)n(C)c1=O
    85	101	104	115	120	98	107	105	102
60) CCCCCC(Oc1ccc(Cl)cc1Cl)C(=O)OCC (stereo not given)
    103	94	106	106	99	101	103	95	98

Order of values: HCT-116	KM12	COLO 205	HCT-15	OVCAR-4	HT29	IGROV1	SW-620	SK-OV-3
61) COc1ccc(/C=C(/C(=O)N2CCN(c3ccccc3)CC2)c2cc(OC)c(OC)c(OC)c2)cc1O
    6.8*	9.6*	36	13	56	48	32	24	30
62) CN(C)C(=O)c1ccc2c3c(ccc(C(=O)N(C)C)c13)CC2
    99	106	100	99	111	104	97	110	93
63) COc1cc2c(cc1[N+](=O)[O-])-c1ccccc1C2
    91	107	114	105	102	94	113	106	105
64) Cc1c(N=NC2C(=O)NN(c3nc(-c4ccccc4)c(C#N)c(=O)n3C)C2=O)c(=O)n(-c2ccccc2)n1C (stereo not given)
    94	98	115	118	82	97	68	103	102
65) C=CCn1c(-c2ccc3nc(-c4ccc([N+](=O)[O-])cc4)[nH]c3c2)n[nH]c1=S
    105	105	105	99	104	105	102	102	nt
66) CCC(C(O)c1ccccc1)[N+](=O)[O-] (stereo not given)
    90	107	112	119	106	105	116	103	95
67) NNC(=O)CC(=O)Nc1ccccc1Cl
    98	109	98	105	106	81	107	86	95
68) Nc1nc(Nc2ccc(F)c(Cl)c2)c2c(n1)-c1ccoc1CC2
    87	nt	120	76	84	81	101	99	97
69) CCOC(=O)C1C(=O)C=C(c2ccccc2)CC1c1sc(N(C)Cc2ccccc2)nc1Cl (stereo not given)
    80	91	100	94	91	91	110	90	87
70) CCOC(=O)c1sc(/N=C2\C(=O)Nc3c(Cl)cccc32)nc1C
    91	97	107	93	100	92	94	95	86
71) CN1CNC(=S)NC1
    105	108	106	88	131	108	113	103	111
72) CCOC(=O)/C(C#N)=C(\NC(=O)c1ccccc1)SC
    106	99	104	102	101	99	95	100	93
73) O=C(O)c1cc(-c2ccc(Cl)c(Cl)c2)nc2cc3ccccc3cc12
    83	94	92	70	89	105	75	96	87

Grouped by structure: those above containing a nitro group on carbon.
Order of values: HCT-116	KM12	COLO 205	HCT-15	OVCAR-4	HT29	IGROV1	SW-620	SK-OV-3
11) N#Cc1c(-c2cccc([N+](=O)[O-])c2)cc(-c2ccc3ccccc3c2)[nH]c1=O
    79	100	113	91	85	112	92	nt	83
13) CN(C(=O)Nc1ccc([N+](=O)[O-])cc1)c1ccccc1
    91	102	111	98	101	109	106	114	102
33) Nc1cc(F)ccc1[N+](=O)[O-]
    98	104	116	102	106	109	98	104	114
34) O=C1Nc2cc(-c3ccc(NS(=O)(=O)c4ccc([N+](=O)[O-])cc4)cc3)ccc2/C1=C/c1ccc[nH]1
    -49*	27	-32*	11	6.7*	-17*	39	6.1*	-17*
44) O=C(Nc1nc(C(=O)N2CCN(C(c3ccccc3)c3ccccc3)CC2)cs1)c1ccc(Nc2ccc(Cl)c(Cl)c2)c([N+](=O)[O-])c1
    46	81	96	85	44	93	82	86	78
46) O=[N+]([O-])c1ccc(Oc2ccc(Br)cc2)c([N+](=O)[O-])c1
    80	83	97	66	69	71	107	55	92
63) COc1cc2c(cc1[N+](=O)[O-])-c1ccccc1C2
    91	107	114	105	102	94	113	106	105
65) C=CCn1c(-c2ccc3nc(-c4ccc([N+](=O)[O-])cc4)[nH]c3c2)n[nH]c1=S
    105	105	105	99	104	105	102	102	nt
66) CCC(C(O)c1ccccc1)[N+](=O)[O-] (stereo not given)
    90	107	112	119	106	105	116	103	95
